# LYP phosphatase – LYP phosphatase inhibitors, primary screen, biochemical, DiFMUP fluorescence, recombinant catalytic domain, 10 µM (AID 606); one-dose inhibition, % at 10 µM; IC50 in µM for titrated hits; 52,000 tested, under 10 active; recombinant LYP catalytic domain, DiFMUP fluorescence; higher % means a stronger effect;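 active means IC50 under 40 µM in the dose-response test; inactive means IC50 of 40 µM or more, or never dose-tested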
# HT1080 viability – HT1080 cell viability loss – fluorescence readout (AID 620). 0.42% of 87,000 active. HT1080 viability, fluorescence; higher % means a stronger effect. one-dose cytotoxicity, % at 10 µM; EC50 in µM for titrated hits;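 further: cells exposed to compound overnight then 4 h with Alamar Blue; 0% = vehicle DMSO and 100% = killing control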
# Bfl-1 displacement – displacement of Bid BH3 peptide from Bfl-1 – biochemical, fluorescence polarization, FITC-Bid, mouse, primary screen (AID 432); FITC-Bid BH3 peptide fluorescence polarization displacement; higher % means a stronger effect; one-dose displacement, % at 20 µM; IC50 in µM for titrated hits; 0.02% of 64,000 active; in the data active means a potency from the dose series; inactive means the rest, 99 in 100 with displacement below about 15%; further: strong numbers were not always called active
# Spn PMK inh – S. pneumoniae PMK inhibition; inhibition, % at 10 µM; AID 539; 0.49% of 65,000 active; purified PMK, PK/LDH-coupled NADH absorbance 340 nm;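 active means top-ranked compounds by inhibition in the single 10 µM screen, taking a fixed number of the strongest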;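 further: 0% = full reaction with DMSO carrier and 100% = background rate without enzyme reaction; no value below 0 was filed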
# HPDE-C7 viability – cytotoxicity in HPDE-C7 cells, cell-based, fluorescence, HTS (AID 430) | HPDE-C7 pancreatic duct cells viability, fluorescence; higher % means a stronger effect | cytotoxicity, % at 10 µM, or EC50 in µM where a hit was titrated | 1.8% of 63,000 active;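 further: cells exposed to compound for 48 hours before viability readout; 0% = vehicle and 100% = reference cytotoxic drug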
# Alkaline phosphatase – inhibition of tissue-nonspecific alkaline phosphatase – biochemical, luminescent (AID 518). purified TNAP enzyme, luminescent substrate readout; higher % means a stronger effect. 0.09% of 64,000 active. inhibition, % at 20 µM; hits with a dose series show IC50 in µM; in the data active means a potency from the dose series; inactive means the rest, 99 in 100 with inhibition below about 22%;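 further: plate controls were vehicle for no effect and reference inhibitor for full effect; many of its hits are not listed in these tables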
# Spn DPM-DC inh – blocks S. pneumoniae diphosphomevalonate decarboxylase; purified DPM-DC, PK/LDH coupled NADH fluorescence; calls only at 10 µM; 0.49% of 65,000 active; AID 556;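 active means the 320 compounds with the highest percent inhibition in the single-dose primary screen, excluding strongly autofluorescent ones, cut at about 32% in these data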;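 further: kinetic rate of NADH fluorescence loss reporting ADP formed by the decarboxylase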
# KRASV12 cytotoxicity – viability loss of HPDE-C7K cells – cell-based, fluorescence, HTS, primary screen (AID 431) | cytotoxicity, % at 10 µM; hits with a dose series show EC50 in µM | 1.7% of 63,000 active | HPDE-C7K KRASV12 cells, Alamar Blue viability, 48 h; higher % means a stronger effect;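 active means compounds whose percent cytotoxicity in the single-dose primary screen, scaled between solvent and toxic-drug controls, exceeds 50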;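 further: 0% = DMSO solvent wells and 100% = doxorubicin-treated wells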
# Spn MK inh – S. pneumoniae mevalonate kinase inhibition; purified MK, PK/LDH-coupled NADH absorbance 340 nm; 0.48% of 65,000 active; AID 555; inhibition, % at 10 µM;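 active means ranked among the strongest by inhibition in the single 10 µM screen, a fixed top-ranked set picked for dose follow-up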; further: no value below 0 was filed
# Spn PMK inh pilot replicates – recorded beside Spn PMK inh, whose call it bears; inhibition, %; measured here: pilot screen replicates
# Spn MK inh pilot replicates – recorded beside Spn MK inh, whose call it bears; inhibition, %; measured here: pilot screen replicates
# Spn DPM-DC inh pilot screen % – also measured in Spn DPM-DC inh; calls as there; inhibition, %; measured here: pilot screen trials
# Active calls of the source: *; i = inactive; . = not tested or not shown. Unless noted, no stated cut-off is given here; in the data, active means cytotoxicity above about 50%; inactive means the rest.
SMILES,LYP phosphatase,HT1080 viability,Bfl-1 displacement,Spn PMK inh,HPDE-C7 viability,Alkaline phosphatase,Spn DPM-DC inh,KRASV12 cytotoxicity,Spn MK inh,others
COC(=O)c1ccccc1NC(=O)c1c(O)c2c([nH]c1=O)CCCC2,0%,-1%,-5%,14,45%,5%,i,29%,8,
N=c1sccn1CC(=O)Nc1cccc(Oc2ccccc2)c1,-2%,-4%,0%,8,8%,8%,i,22%,1,
O=C(OCC(=O)c1cccs1)c1ccccc1,-5%,9%,-4%,0,-12%,2%,i,-8%,11,
CCOC(=O)N1CCN(C(=O)CN(c2ccc(Oc3ccccc3)cc2)S(C)(=O)=O)CC1,6%,3%,2%,0,-11%,6%,i,-3%,11,
O=C(C1CCCO1)N1CCN(C(c2ccccc2)c2ccccc2)CC1 (stereo not drawn),14%,-6%,2%,0,-17%,5%,i,-9%,6,Spn PMK inh pilot replicates=2.5;Spn MK inh pilot replicates=2.5;Spn DPM-DC inh pilot screen %=0.0
CC1(C)Oc2ccc(NC(=O)C3COc4ccccc4O3)cc2O1 (stereo not drawn),8%,-9%,1%,10,-10%,5%,i,-15%,5,
O=C1c2ccc(Oc3ccc4c(c3)C(=O)N(CCCO)C4=O)cc2C(=O)N1CCCO,-14%,12%,4%,2,-22%,4%,i,-16%,6,
O=C(NCC1COc2ccccc2O1)c1ccc(NC(=O)c2ccco2)cc1 (stereo not drawn),7%,-2%,1%,5,7%,8%,i,2%,7,Spn PMK inh pilot replicates=1.5;Spn MK inh pilot replicates=0.0;Spn DPM-DC inh pilot screen %=0.0
COc1ccc(Cl)cc1N1C(=O)C2CCCN2C1c1ccc(F)c(F)c1 (stereo not drawn),4%,4%,2%,0,4%,10%,i,1%,5,
COc1cc(C2C(C#N)=C(N)Oc3cc(N(C)C)ccc32)cc2c1OCO2 (stereo not drawn),4%,63%*,-57%,7,.,11%,i,.,12,
COc1ccc(CN(Cc2ccccn2)S(=O)(=O)c2ccc(-n3cnnn3)cc2)cc1,-5%,41%,0%,7,4%,10%,i,-8%,0,
Cc1cc(C)cc(NC2=NC3(CCCCC3)N=C(N)N2)c1,12%,34%,-2%,10,40%,-16%,i,40%,5,
COC(=O)c1ccccc1S(=O)(=O)Nc1ccc(OC)nc1,.,13%,-3%,11,-3%,23%,i,-8%,4,
Cc1[nH]c2ccccc2c1C(=O)CN1CCSCC1,-25%,-8%,1%,7,-11%,10%,i,-10%,5,
COCCNS(=O)(=O)c1cc(OC)c(Cl)cc1Cl,2%,5%,-5%,8,-2%,8%,i,13%,8,
CCOC(=O)C1=C(C)NC(C)=C(C(=O)OCC)C1c1ccccn1,9%,-18%,0%,6,-14%,2%,i,-22%,5,
CCOC(=O)COn1c(=O)c(=O)n(O)c2ccccc21,2%,1%,0%,8,1%,10%,i,0%,2,
O=C(NC12CC3CC(CC(C3)C1)C2)c1ccc(S(=O)(=O)N2CCOCC2)cc1,16%,-5%,2%,0,-11%,6%,i,-18%,5,
Clc1cccc2sc(N3CCN(c4ccccc4)CC3)nc12,1%,-6%,2%,12,16%,11%,i,15%,7,
NC(=O)C1CCN(C(=O)CN(c2cccc(C(F)(F)F)c2)S(=O)(=O)c2ccccc2)CC1,3%,-3%,-8%,13,-8%,5%,i,-1%,5,
COc1cc(NC(=O)c2noc3c2CCC3)c(OC)cc1Cl,7%,1%,-2%,9,0%,4%,i,-6%,5,
Cc1c(C(=O)NCC2COc3ccccc3O2)oc2ccc(S(=O)(=O)N3CCOCC3)cc12 (stereo not drawn),.,4%,-3%,9,-5%,9%,i,-2%,3,
CCCc1cc(C(=O)OC)c(NC(=O)OCC)s1,.,3%,7%,8,-1%,6%,i,2%,4,
Cc1nc2cc(-c3cccc(F)c3)nn2c(C)c1CCC(=O)NC(C)CCc1ccco1 (stereo not drawn),.,.,15%,5,-7%,14%,i,-4%,11,
CCCc1cc(C(=O)NCCc2ccccc2)no1,1%,0%,5%,5,-9%,5%,i,6%,14,

# Grouped by structure, the compounds so far with an aryl methoxy group
SMILES,LYP phosphatase,HT1080 viability,Bfl-1 displacement,Spn PMK inh,HPDE-C7 viability,Alkaline phosphatase,Spn DPM-DC inh,KRASV12 cytotoxicity,Spn MK inh,others
COc1ccc(Cl)cc1N1C(=O)C2CCCN2C1c1ccc(F)c(F)c1 (stereo not drawn),4%,4%,2%,0,4%,10%,i,1%,5,
COc1cc(C2C(C#N)=C(N)Oc3cc(N(C)C)ccc32)cc2c1OCO2 (stereo not drawn),4%,63%*,-57%,7,.,11%,i,.,12,
COc1ccc(CN(Cc2ccccn2)S(=O)(=O)c2ccc(-n3cnnn3)cc2)cc1,-5%,41%,0%,7,4%,10%,i,-8%,0,
COC(=O)c1ccccc1S(=O)(=O)Nc1ccc(OC)nc1,.,13%,-3%,11,-3%,23%,i,-8%,4,
COCCNS(=O)(=O)c1cc(OC)c(Cl)cc1Cl,2%,5%,-5%,8,-2%,8%,i,13%,8,
COc1cc(NC(=O)c2noc3c2CCC3)c(OC)cc1Cl,7%,1%,-2%,9,0%,4%,i,-6%,5,

# The main list resumes, starting 4 compounds before the break.
SMILES,LYP phosphatase,HT1080 viability,Bfl-1 displacement,Spn PMK inh,HPDE-C7 viability,Alkaline phosphatase,Spn DPM-DC inh,KRASV12 cytotoxicity,Spn MK inh,others
Cc1c(C(=O)NCC2COc3ccccc3O2)oc2ccc(S(=O)(=O)N3CCOCC3)cc12 (stereo not drawn),.,4%,-3%,9,-5%,9%,i,-2%,3,
CCCc1cc(C(=O)OC)c(NC(=O)OCC)s1,.,3%,7%,8,-1%,6%,i,2%,4,
Cc1nc2cc(-c3cccc(F)c3)nn2c(C)c1CCC(=O)NC(C)CCc1ccco1 (stereo not drawn),.,.,15%,5,-7%,14%,i,-4%,11,
CCCc1cc(C(=O)NCCc2ccccc2)no1,1%,0%,5%,5,-9%,5%,i,6%,14,
O=C(Nc1cccc(F)c1)c1ccc(S(=O)(=O)N2CCCC2)cc1,7%,7%,-5%,4,34%,12%,i,-8%,4,
O=C(c1ccc(F)cc1F)N(Cc1ccccn1)Cc1ccco1,-2%,-15%,-1%,11,-3%,2%,i,3%,9,
CC#CCCCC(=O)Nc1cc(OC)nc(OC)n1,3%,-3%,-4%,12,-6%,-1%,i,-19%,0,
CCOc1cc(-c2c(C)c(C)nc(N)c2C#N)ccc1O,12%,2%,-7%,0,2%,-1%,i,-3%,5,
CCOc1ccc2[nH]cc(C(=O)O)c(=O)c2c1,10%,25%,-2%,3,17%,8%,i,15%,8,
COc1ccc(S(=O)(=O)Nc2ccccc2OC)cc1C,21%,4%,1%,7,22%,15%,i,33%,5,Spn PMK inh pilot replicates=6.5;Spn MK inh pilot replicates=2.5;Spn DPM-DC inh pilot screen %=0.5
O=C(O)CCCC(=O)NCCCc1ccccc1,-1%,2%,-3%,0,-19%,2%,i,-7%,8,
COc1cc(NS(=O)(=O)c2cc(C)ccc2OC)c(OC)cc1Cl,23%,-3%,-1%,5,0%,14%,i,4%,4,
COc1ccc(C2C(C(=O)N3CCN(c4ccc(OC)cc4)CC3)c3ccccc3C(=O)N2C)cc1 (stereo not drawn),9%,6%,-2%,3,1%,7%,i,2%,5,
Cc1cc2oc(C(=O)Nc3c(C)n(C)n(-c4ccccc4)c3=O)c(C)c2cc1C,14%,-2%,.,4,.,.,i,.,7,
Cc1cc(C)c(C#N)c(SCC(=O)c2cccs2)n1,6%,2%,-7%,10,.,17%,i,.,13,
CCOC(=O)c1cnn(-c2cc(C)nc3c(-c4ccccc4)cnn23)c1N,0%,-8%,-3%,2,-1%,5%,i,-8%,2,
COc1ccc(S(=O)(=O)Cc2ccc(C(=O)NCc3ccccn3)o2)cc1,0%,-1%,-1%,0,-10%,-8%,i,-18%,4,
OCCc1ccc(-c2ccc(Cl)cc2)o1,10%,0%,2%,15,-8%,1%,i,-6%,10,
CC1CCN(C(=O)CSc2nc3c(cnn3-c3ccccc3)c(=O)[nH]2)CC1,.,-8%,3%,2,-2%,15%,i,0%,3,Spn PMK inh pilot replicates=3.5;Spn MK inh pilot replicates=2.0;Spn DPM-DC inh pilot screen %=0.5
c1ccc(-c2oc3ncnc(NCCCN4CCOCC4)c3c2-c2ccccc2)cc1,.,14%,3%,13,49%,13%,.,60%*,10,
O=C(c1cccc(C(=O)N2CCN(Cc3ccccc3)CC2)c1)N1CCN(Cc2ccccc2)CC1,12%,36%,-7%,5,6%,9%,i,5%,6,
COc1ccc(-c2nnc(NC(=O)c3cc(Cl)ccc3Cl)o2)cc1,6%,7%,-2%,0,33%,2%,i,6%,0,
CC12C(=O)N(n3cnnc3)C(=O)C1C1C=CC2C1 (stereo not drawn),12%,1%,-16%,7,-3%,1%,i,-6%,12,
CCOC(=O)C1CCCN(C(=O)CCn2nc(-c3ccccc3)ccc2=O)C1 (stereo not drawn),8%,-3%,-7%,17,-1%,2%,i,3%,0,
CCCn1c(SCCN2C(=O)c3ccccc3C2=O)n[nH]c1=O,.,5%,-4%,0,-4%,6%,i,2%,8,
CC(=O)Nc1nc2cc3c(cc2s1)OCO3,1%,2%,6%,22,0%,2%,i,-8%,5,
CCc1ccc(NC(=O)C2CCCCC2C(=O)O)cc1 (stereo not drawn),6%,-7%,-8%,5,-21%,-1%,i,-17%,2,
Cc1ccc(NC(=O)C2CCCN2S(=O)(=O)c2ccc(F)cc2)c(C)c1 (stereo not drawn),11%,6%,-1%,0,-6%,3%,i,-2%,2,
COc1ccc(C(c2nnnn2C2CCCCC2)N2CCN(c3ccccc3)CC2)cc1 (stereo not drawn),.,1%,-2%,5,-14%,1%,i,-2%,2,
Cc1cc(NC(=O)CSc2nc3c(c(=O)n2CCc2ccccc2)SC(C)C3)no1 (stereo not drawn),-12%,0%,-3%,6,-1%,10%,i,-4%,6,
O=C(Nc1cccc2c1CCCC2)C1CCN(C(=O)NC2CCCCC2)CC1,6%,-3%,-8%,13,-2%,7%,i,-11%,8,

# Compound activity as filed in PubChem BioAssay.
